# Bioassay records deposited in PubChem BioAssay by National Center for Advancing Translational Sciences (NCATS).
# TexasRed fluor = Texas Red fluorescence interference in TRb-SRC2 counter-screen; TRb/SRC2 Texas Red total fluorescence interference; Potency, µM (doses to about 106 µM), for inactives: at the highest dose fluorescence change, negative = quenching; actives 0.29% (n = 280,000); active means well fitted curve in either direction with a large enough effect; inconclusive means small, poorly fitted or top-dose-only effect; further: on the % scale 0 is the no-effect control and ±100 the full control effect
#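 Human TRb ligand-binding domain at 0.6 uM with 20 nM Texas Red SRC2 peptide in Tris buffer containing 1 uM T3 and 5% DMSO, incubated with compound 5 h at ambient temperature. Total fluorescence (555/632 nm) calculated as parallel + 2 × perpendicular.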
# TRb SRC2 PPI = TRbeta-SRC2 interaction inhibition; TRbeta-SRC2 peptide binding, fluorescence polarization; receptor liganded with 1 µM T3; actives 0.065% (n = 280,000); Potency, µM (highest dose often 106 µM), for inactives: top-dose activity change, negative = inhibition, most hits filed as inhibitors; P10828;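 further: plate controls were bound peptide for no effect and peptide without receptor for full effect; nearly all actives have a fitted effect of over 50% in size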
# Target sequence (P10828 whole entry, looked up): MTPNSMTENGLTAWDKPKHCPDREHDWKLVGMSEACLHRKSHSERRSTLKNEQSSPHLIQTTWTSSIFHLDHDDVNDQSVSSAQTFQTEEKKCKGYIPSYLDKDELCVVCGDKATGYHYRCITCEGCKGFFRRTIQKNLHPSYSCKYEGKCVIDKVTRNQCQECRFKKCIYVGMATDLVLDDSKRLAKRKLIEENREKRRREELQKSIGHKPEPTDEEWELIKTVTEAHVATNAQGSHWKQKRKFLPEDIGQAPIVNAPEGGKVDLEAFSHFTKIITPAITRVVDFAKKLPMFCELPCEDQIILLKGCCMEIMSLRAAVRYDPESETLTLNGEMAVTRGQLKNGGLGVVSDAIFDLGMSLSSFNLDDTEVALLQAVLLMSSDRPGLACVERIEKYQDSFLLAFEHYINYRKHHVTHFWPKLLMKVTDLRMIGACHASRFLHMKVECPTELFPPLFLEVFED
#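 Each compound concentration gave % activity, normalized to unbound and bound Texas Red SRC2 controls, from polarization read after 5 hr ambient incubation with T3-loaded human TRb LBD.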
# SMN2 splice up = enhancers of SMN2 splice variant expression. HEK293 SMN2-luciferase splicing reporter, luminescence, 30-36 h. AID 1458. actives 2.8% (n = 210,000). Potency, µM (top dose mostly 46.1 µM), for the others: top-dose activity change, positive = activation, usual class: activators; further: % of control where 0% means no effect; nearly all actives have a fitted effect of over 55% in size
#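 qHTS luciferase splicing reporter: luminescence rises when SMN2 exon 7 is included in transfected HEK293 cells. Compound exposure lasted 30-36 h at 37C, with 4.5 mM final sodium butyrate as control, followed by a ONE-Glo read.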
# * hit, by the source's call; ? = inconclusive; [ ] = another dose, or the depositor's remark. Unless noted, the call rests on the fitted dose curve; in most records, active means well fitted curve in the direction sought with a large enough effect; inconclusive means small, poorly fitted or top-dose-only effect, or another doubt; inactive means no such curve, though single readings can be large; an effect the other way counts as inactive or inconclusive. Potency means the concentration at half of the fitted maximal effect.
# A first look:
SMILES,TexasRed fluor,TRb SRC2 PPI,SMN2 splice up
Cc1nc2nc(C)c(CCC(=O)NCc3cccc(Cl)c3)c(C)n2n1,-11.3%,-4.7%,0.8%
COc1ccc(NC(=O)Cn2c(=O)oc3cc(S(=O)(=O)N4CCC(C)CC4)ccc32)c(OC)c1,-4.0%,1.4%,-15.1%
CC1(c2ccccc2)CC(C)(C)N(C(=O)c2ccccc2Cl)c2ccccc21 (stereo unspecified),-3.5%,10.8%,-3.4%
COc1ccccc1N1CCN(C(=O)CCS(=O)(=O)c2cc(Br)cc3c2N(C(C)=O)CC3)CC1,-2.9%,6.8%,-6.5%

# All compounds of this part (from the top)
SMILES,TexasRed fluor,TRb SRC2 PPI,SMN2 splice up
Cc1nc2nc(C)c(CCC(=O)NCc3cccc(Cl)c3)c(C)n2n1,-11.3%,-4.7%,0.8%
COc1ccc(NC(=O)Cn2c(=O)oc3cc(S(=O)(=O)N4CCC(C)CC4)ccc32)c(OC)c1,-4.0%,1.4%,-15.1%
CC1(c2ccccc2)CC(C)(C)N(C(=O)c2ccccc2Cl)c2ccccc21 (stereo unspecified),-3.5%,10.8%,-3.4%
COc1ccccc1N1CCN(C(=O)CCS(=O)(=O)c2cc(Br)cc3c2N(C(C)=O)CC3)CC1,-2.9%,6.8%,-6.5%
Cc1ccccc1NC(=O)Cn1c(=O)n(CCCCCC(=O)NCc2ccc3c(c2)OCO3)c(=O)c2sccc21,-4.6%,-2.8%,-11.4%
COc1ccc(OC)c(NC(=O)[C@H](Cc2ccccc2)N2Cc3ccccc3C2=O)c1,-0.7%,-5.2%,-7.2%
CC1CCCCN1Cc1nc2c(c(=O)n(C)c(=O)n2C)n1Cc1ccc(Br)cc1 (stereo unspecified),0.7%,3.2%,3.2%
CCOc1ccc(CCNC(=O)CCc2c(C)nc3c(c(C)nn3-c3ccc(C)c(C)c3)c2C)cc1,-0.8%,-3.0%,-13.6%
Cc1nc(NC(=O)c2c(-c3ccccc3)c(-c3ccccc3)nn(C)c2=O)sc1C,0.3%,-0.8%,-3.8%
Cc1cc2ccccc2n1CCNC(=O)c1ccc(F)cc1,-1.5%,-7.3%,-9.2%
O=c1n(Cc2ccc(F)cc2)nc2n1-c1cc(Cl)ccc1OC2,0.9%,1.7%,-4.8%
CN(C)c1ccc(C(=O)Nc2ccc(-c3nc4ccccc4o3)cc2)cc1,4.8%,-4.6%,3.1%
CCn1cc(/C=C(\NC(=O)c2ccccc2Cl)C(=O)NCCCn2ccnc2)c2ccccc21,-3.7%,9.3%,0.4%
COc1cccc(Cn2c(Oc3cc(C)cc(C)c3)nc3c2c(=O)n(C)c(=O)n3C)c1,-1.6%,-4.5%,-6.5%
COc1ccc(N(CC(=O)N2CCCCC2)S(=O)(=O)c2ccc(OC)c(OC)c2)cc1,-11.7%,-4.6%,2.0%

# An excerpt of these results, as labelled records.
COc1ccccc1N1CCN(C(=O)CCS(=O)(=O)c2cc(Br)cc3c2N(C(C)=O)CC3)CC1
  TexasRed fluor: -2.9%
  TRb SRC2 PPI: 6.8%
  SMN2 splice up: -6.5%
O=c1n(Cc2ccc(F)cc2)nc2n1-c1cc(Cl)ccc1OC2
  TexasRed fluor: 0.9%
  TRb SRC2 PPI: 1.7%
  SMN2 splice up: -4.8%
Cc1nc2nc(C)c(CCC(=O)NCc3cccc(Cl)c3)c(C)n2n1
  TexasRed fluor: -11.3%
  TRb SRC2 PPI: -4.7%
  SMN2 splice up: 0.8%
COc1ccc(OC)c(NC(=O)[C@H](Cc2ccccc2)N2Cc3ccccc3C2=O)c1
  TexasRed fluor: -0.7%
  TRb SRC2 PPI: -5.2%
  SMN2 splice up: -7.2%

# Next records follow:
SMILES,TexasRed fluor,TRb SRC2 PPI,SMN2 splice up
CCN(CCCNC(=O)CSc1cc(=O)n(CC)c2ccccc12)c1ccccc1,-3.5%,1.2%,-2.7%
COc1ccc(S(=O)(=O)N(CC(=O)Nc2ccc(OC)cc2OC)c2ccc(Cl)cc2)cc1,-0.9%,10.0%,-25.1%
CCn1cc(C(=O)N2CCN(c3cccc(Cl)c3)CC2)c(=O)c2cc(S(=O)(=O)N3CCC(C)CC3)ccc21,-1.5%,3.1%,-8.1%
O=C(O)CSc1nc2ccccc2nc1N1CCCCC1,-4.2%,3.4%,-0.3%
CCC(=O)N1c2ccc(S(=O)(=O)CCC(=O)N3CCN(c4cc(C)ccc4C)CC3)cc2CC1C (stereo unspecified),-2.1%,3.9%,-2.0%
COC(=O)C1=C(C)NC(=O)NC1c1cn(-c2ccccc2)nc1-c1ccc(OC)c(Br)c1 (stereo unspecified),-1.8%,7.5%,-4.3%
CSc1ccc(C2CC(=O)Oc3c2c(=O)n(C)c2ccccc32)cc1 (stereo unspecified),-0.1%,-2.2%,9.3%
COc1ccc(C(=O)NCCn2cc(SCC(=O)Nc3ccc4c(c3)OCCO4)c3ccccc32)cc1OC,-4.9%,5.7%,-2.7%
CCOC(=O)c1c(Nc2ccc(OC)cc2)nnc(-c2ccccc2)c1-c1ccccc1,-2.8%,10.2%,-48.9%[inhibitor]
Cc1ccc(N2C(=O)CS(=O)(=O)C23C(=O)N(Cc2ccccc2F)c2ccccc23)cc1Cl (stereo unspecified),7.2%,1.5%,-3.1%
CC(C)COc1ccc(-c2nonc2NC(=O)c2ccc(F)cc2)cc1,0.2%,-0.4%,-5.2%
CCc1ccccc1NC(=O)CCCN1C(=O)COc2ccc(C)cc21,?,-3.3%,-2.6%
Cc1nc2c(c(C)c1CCC(=O)Nc1ccc(F)cc1)c(=O)n(C)c(=O)n2C,-2.4%,-5.7%,11.9%
O=C(Cn1c(=O)oc2cc(S(=O)(=O)NCc3ccccc3)ccc21)NCc1ccc(F)cc1,-1.2%,0.4%,-35.2%[inhibitor]
Cc1cccc(NC(=O)CN(C)S(=O)(=O)c2cnc[nH]2)c1C,-1.8%,-3.2%,16.6%

# One compound at a time, from the list above:
# CC1(c2ccccc2)CC(C)(C)N(C(=O)c2ccccc2Cl)c2ccccc21 (stereo unspecified) across the screens: TexasRed fluor = -3.5%; TRb SRC2 PPI = 10.8%; SMN2 splice up = -3.4%
# CCOC(=O)c1c(Nc2ccc(OC)cc2)nnc(-c2ccccc2)c1-c1ccccc1 across the screens: TexasRed fluor = -2.8%; TRb SRC2 PPI = 10.2%; SMN2 splice up = -48.9%[inhibitor]
# Cc1ccccc1NC(=O)Cn1c(=O)n(CCCCCC(=O)NCc2ccc3c(c2)OCO3)c(=O)c2sccc21 across the screens: TexasRed fluor = -4.6%; TRb SRC2 PPI = -2.8%; SMN2 splice up = -11.4%

# (continued)
SMILES,TexasRed fluor,TRb SRC2 PPI,SMN2 splice up
CCOc1ccccc1NC(=O)Cn1c(=O)n(CCCCC(=O)NCCCOC)c(=O)c2ccccc21,8.8%,2.7%,28.9%
CCCCn1c(CNC(=O)C23CC4CC(CC(C4)C2)C3)nnc1SCC(=O)Nc1ccc(F)cc1,-4.7%,-5.1%,-1.7%
CCOC(=O)Cn1c(=O)oc2cc(S(=O)(=O)N3CCN(c4ccc(C(C)=O)cc4)CC3)ccc21,4.9%,1.7%,-11.4%
Cc1cccc(NC(=O)c2oc3ccccc3c2NC(=O)Cc2coc3c(C)c(C)ccc23)c1,6.9%,-4.1%,22.4%
Cc1ccc(-n2nc(C(=O)N3CCN(c4cc(C)ccc4C)CC3)c3c4ccccc4n(C)c3c2=O)cc1,-0.2%,2.1%,7.2%
COc1ccc(NC(=O)C2CCCN(S(=O)(=O)c3ccc(Br)s3)C2)cc1 (stereo unspecified),0.5%,-1.2%,1.3%
O=C(Nc1ccccc1-c1nc2ccccc2s1)c1ccc(F)cc1,1.0%,1.4%,-17.9%
CCOC(=O)c1c(Nc2ccc(C)c(C)c2)nnc(-c2ccccc2)c1-c1ccccc1,-3.8%,3.9%,-21.7%
CCc1nn(Cc2ccc(Cl)cc2)c(=O)c2cc3cc(C)ccc3n12,-1.9%,-2.7%,9.8%
Cc1ccc(-c2nnc(Nc3cccc(Br)c3)c3ccccc23)cc1S(=O)(=O)N1CCCCC1,3.9%,-0.1%,0.4%
N#CC1=C2SCN(C3CCCCC3)CN2C(=O)CC1c1ccc(F)cc1 (stereo unspecified),0.1%,-5.9%,1.0%
Cc1ccc(NC(=O)Cn2cc3c(n2)CCCC3)c(C)c1,-1.2%,9.5%,-13.2%
COc1ccccc1CCNC(=O)C(C)Sc1nc(-c2ccccc2)cc(C(F)(F)F)n1 (stereo unspecified),-9.9%[11.2 µM],8.3%[11.2 µM],1.6%
COc1ccccc1CNC(=O)C(Cc1ccccc1)NS(=O)(=O)c1ccc2c(c1)CCN2C(C)=O (stereo unspecified),-0.7%,1.6%,-12.1%
COc1cccc(NC(=O)c2nnn(Cc3cccc(C(F)(F)F)c3)c2N)c1,0.4%,-9.1%,5.8%
CCOCCCNC(=O)C(c1ccc(OC)cc1)N(Cc1ccc2c(c1)OCO2)C(=O)c1ccc(NC(C)=O)cc1 (stereo unspecified),-0.6%,7.4%,-0.1%
Cc1cc(NC(=O)C2CCCN(S(=O)(=O)c3cccc4nonc34)C2)ccc1Br (stereo unspecified),-0.9%,2.7%,-4.3%
CC(=O)Nc1cc(-c2nc3ccccc3s2)ccc1C,1.0%,-1.6%,20.4%
Cc1oc(-c2ccccc2F)nc1CSCC(=O)NCCc1ccccc1,0.126µM*[quencher],-27.5%,-33.7%[inhibitor]
COc1ccc(S(=O)(=O)c2cn(CC(=O)Nc3cc(C)ccc3C)c3ccccc3c2=O)cc1,0.2%,1.8%,6.6%
CCOCCCNC(=O)Cn1nc(C)n2c(cc3cc(C)ccc32)c1=O,-0.7%,7.3%,7.2%
COc1cc2c(=O)c(S(=O)(=O)c3ccc(C(C)C)cc3)cn(Cc3ccccc3C)c2cc1OC,-1.1%,-0.8%,-15.4%
COC(=O)c1c(NC(=O)/C(C#N)=C/c2ccc(OC)cc2)sc2c1C(C(=O)OC)CC2 (stereo unspecified),-3.5%,-8.0%,12.9%
Cc1ccc(-c2ccc(=O)n(CC(=O)Nc3ccc(C)cc3Cl)n2)cc1,-1.7%,-0.2%,4.6%
CCOC(=O)c1c(NC(=O)c2cc(-c3ccccc3OC)on2)sc(C)c1C,?,-7.4%,-6.9%
CC(C)COc1ccc(C(=O)Nc2scc(-c3ccc(Br)cc3)c2C(=O)OC(C)C)cc1,4.0%,-2.1%,0.5%
Cn1c(C(=O)NCc2ccc(Cl)cc2)cc2c(=O)n(C)c3ccccc3c21,?,-4.9%,-9.2%
CCOC(=O)Cn1c(=O)oc2cc(S(=O)(=O)N3CCN(c4ccccc4OC)CC3)ccc21,2.0%,7.3%,2.0%
COc1ccc(-c2noc(N3CCC(C(=O)Nc4ccc(C)c(F)c4)CC3)n2)cc1OC,-1.3%,6.0%,-6.3%
Cc1cc(OCC(=O)Nc2ncn[nH]2)c(C)c(C)c1Br,4.6%,5.7%,2.5%
CCOc1cc(C2c3c(-c4ccc(Br)cc4)n[nH]c3C(=O)N2c2ccc(Cl)cc2)ccc1O (stereo unspecified),0.4%,8.7%,-31.4%[inhibitor]
CCCSCCCNC(=O)CN1C(=O)COc2ccc(S(=O)(=O)N3CCCC3)cc21,4.8%,-3.0%,4.0%
CCOC(=O)c1cnc2ccc(OCC)cc2c1N1CCN(c2cccc(Cl)c2)CC1,7.4%,3.0%,13.8%

# An excerpt (hit frequency here may not be typical).
